Assay outcomes from PubChem.
M. tuberculosis: growth inhibition of non-replicating M. tuberculosis (AID 488890) | Mycobacterium tuberculosis non-replicating, growth inhibition; higher % means a stronger effect | inhibition, % at 25 µM, or IC50 in µM where a hit was titrated | actives 0.39% (n = 320,000); in the data active = a potency from the dose series; inconclusive = inhibition mostly from about 82% at the one dose, without a potency; inactive = the rest, 99 in 100 with inhibition below about 76%;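 note: plate controls were DMSO cells for no effect and high antibiotic wells for full effect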
H1N1 NS1A inhibition: H1N1 influenza NS1A inhibitors, functional cell based assay (AID 504329). NS1A functional cell-based assay, percent inhibition; higher % means a stronger effect. one-dose inhibition, % at 12.5 µM; IC50 in µM for titrated hits. actives 0.3% (n = 340,000); in the data active = a potency from the dose series; inconclusive = inhibition above about 27% without an active follow-up result; note: strong numbers were not always called active
Salmonella PhoP GFP: PhoP regulon inhibitors, Salmonella typhi PhoP promoter GFP reporter, confirmatory (AID 1850); actives 0.33% (n = 310,000); inhibition, % at 50 µM; hits with a dose series show IC50 in µM; Salmonella Typhi PhoP-promoter GFP reporter, fluorescence, 4 h; higher % means a stronger effect; in the data active = a potency from the dose series; inconclusive = inhibition mostly from about 25% at the one dose, without a potency; inactive = the rest, 99 in 100 with inhibition below about 19%;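 note: 0% = induced wells with vehicle and 100% = uninduced wells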
M. tuberculosis HTS: M. tuberculosis growth inhibition, HTS (AID 449762); M. tuberculosis H37Rv growth inhibition, 7H9 media; higher % means a stronger effect; inhibition, % at 25 µM, or IC50 in µM where a hit was titrated; actives 0.59% (n = 330,000); in the data active = a potency from the dose series; inconclusive = inhibition above about 70% without an active follow-up result;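 note: bacterial growth assessed after seven days of incubation; strong numbers were not always called active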
VEEV TC-83 Vero: inhibitors of VEEV TC-83 cytopathic effect, confirmation, Vero cells (AID 588727). Vero cells, VEEV TC-83 cytopathic effect inhibition; higher % means a stronger effect. one-dose inhibition, % at 20 µM; IC50 in µM for titrated hits. actives 0.13% (n = 350,000); in the data active = a potency from the dose series; inconclusive = inhibition mostly from about 14% at the one dose, without a potency; inactive = the rest, 99 in 100 with inhibition below about 12%; note: strong numbers were not always called active
VEEV TC-83 Vero 10K pilot screen: recorded beside VEEV TC-83 Vero, whose call it bears; inhibition, %; measured here: 10K pilot screen inhibition
Starred values were filed as active, the others as inactive; i = inactive; u = inconclusive; x = not tested or not shown.

SMILES	M. tuberculosis	H1N1 NS1A inhibition	Salmonella PhoP GFP	M. tuberculosis HTS	VEEV TC-83 Vero	others
CCOc1cc(/C=C2/C(=O)NC(=O)N(c3ccc(CC)cc3)C2=O)ccc1OC(=O)c1cccs1	u	13%	7%	u	3.1%
Cc1noc(C)c1COc1ccc(C(=O)OCC(=O)NC2CCCCC2C)cc1 (centres undefined)	1%	8%	-8%	49%	3.0%
NC(=O)c1nsc(C(=O)N(c2ccccc2)C(C(=O)NCC2CCCO2)c2ccc(F)cc2)c1N (centres undefined)	-23%	-6%	6%	0%	2.7%
Cc1cc(NC(=O)c2ccc(C)o2)no1	-12%	4%	5%	11%	i
CC1CCN(C(=O)CSc2nnc(-c3ccc(S(=O)(=O)N4CCOCC4)cc3)n2C)CC1	-5%	0%	-10%	-5%	0.1%
Cc1cccc(CCNC(=O)CCc2c(C)nc3ncnn3c2C)c1	2%	7%	-2%	1%	7.7%
CCOC(=O)N1CCC(NC(=O)C2CCN(S(=O)(=O)c3cccc4cccnc34)CC2)CC1	8%	x	-10%	-4%	x
NS(=O)(=O)c1ccc(CCNC(=O)c2ccccc2-c2ccccc2)cc1	14%	-5%	8%	-2%	1.6%
CCCCS(=O)CC(CS(=O)CCCC)OC(=O)c1ccc(C)cc1 (centres undefined)	-1%	3%	1%	-5%	0.1%
CCCOc1ccc(C2C(=O)N(C3CCCCC3)CC(=O)N2CCC)cc1OC (centres undefined)	4%	-1%	0%	2%	i
CC1=Nc2cccc3cccc(c23)N1C	5%	4%	-8%	4%	i
CCc1ccc(OCC(=O)NC(=S)Nc2ccc(C(=O)O)cc2)cc1	68%	-6%	22%	5%	0.1%
Clc1ccc(SCc2cc(-c3ccc(Cl)cc3)on2)cc1	79%	2%	1%	-4%	1.6%
c1ccc(CSc2ncn(-c3ccccc3)n2)cc1	42%	10%	-9%	5%	8.2%
COc1cc(C(=O)Nc2ccc(S(=O)(=O)NC(C)(C)C)cc2)cc(OC)c1OC	-9%	4%	-12%	-1%	1.1%
CN(C(=O)Nc1ccc(Cl)cc1)c1c2c(nn1C)CCCC2	-11%	0%	-7%	0%	1.6%
CCc1ccc(N2CC(C(=O)NNC(=O)c3ccc(F)cc3)CC2=O)cc1 (centres undefined)	6%	-4%	0%	-2%	1.8%
CCOc1cc(N2CCOCC2)c(OCC)cc1NC(=O)Cn1[nH]c(=O)c2ccccc2c1=O	-3%	-7%	1%	0%	5.5%
O=C1NC(=O)C(=CN2CCc3ccccc32)C(=O)N1	-3%	-4%	-6%	-1%	0.5%
CC(C)CN(C(=O)C1CCCCC1)C1CCS(=O)(=O)C1 (centres undefined)	-21%	-3%	5%	10%	0.6%
COc1cc(/C=C2\SC(=S)N(CCCCC(=O)O)C2=O)ccc1OS(=O)(=O)c1ccc(C)cc1	18%	-4%	4%	20%	9.0%
O=C(Nc1ccc(C(=O)O)cc1)/C(=C\c1ccccc1)NC(=O)c1ccc(Br)cc1	14%	-12%	-2%	7%	3.9%
O=S(=O)(NCC1CCCO1)c1ccc2oc3ccc(S(=O)(=O)NCC4CCCO4)cc3c2c1 (centres undefined)	12%	1%	-17%	1%	0.4%
COc1ccc(N2C(=O)c3ccc(C(=O)Nc4ccc(NC(C)=O)cc4)cc3C2=O)cc1	-21%	-5%	-1%	4%	i
CCCn1c(=N)n(CC(=O)c2ccc(OCC(=O)OC)cc2)c2ccccc21	69%	-12%	2%	11µM*	i
CN1N=C(N)c2cn(C3OC(COP(=O)(O)O)C(O)C3O)c3ncnc1c23 (centres undefined)	x	-2%	x	x	1.2%
CCn1c(SCC(=O)NCC2CCCO2)nc2ccccc21 (centres undefined)	11%	-10%	x	-9%	1.4%
C/C(C=O)=C/c1ccccc1	-8%	-7%	x	-8%	i
c1coc(CNc2nc3sc4c(c3c3ncnn23)CCCC4)c1	48%	-1%	18%	1%	4.0%
COc1ccc(NC(=O)c2cc(C3CC3)on2)c(OC)c1	40%	-10%	1%	-8%	1.3%	VEEV TC-83 Vero 10K pilot screen=1.0

Filtered by structure, the compounds so far containing a thiophene ring, fused or not.
SMILES	M. tuberculosis	H1N1 NS1A inhibition	Salmonella PhoP GFP	M. tuberculosis HTS	VEEV TC-83 Vero	others
CCOc1cc(/C=C2/C(=O)NC(=O)N(c3ccc(CC)cc3)C2=O)ccc1OC(=O)c1cccs1	u	13%	7%	u	3.1%
c1coc(CNc2nc3sc4c(c3c3ncnn23)CCCC4)c1	48%	-1%	18%	1%	4.0%

Going on with the list.
SMILES	M. tuberculosis	H1N1 NS1A inhibition	Salmonella PhoP GFP	M. tuberculosis HTS	VEEV TC-83 Vero	others
CCN(CC(=O)NCc1cccs1)C(=O)c1cccc(S(=O)(=O)Nc2ccccc2Cl)c1	24%	7%	-12%	2%	0.8%
O=C(/C=C/c1ccc(F)cc1)NCCC1=CCCCC1	49%	0%	-2%	13%	0.0%
C=CCn1c(SCC(=O)N(C)CC(=O)Nc2ccc(C)cc2)nnc1-c1ccncc1	5%	-1%	x	-3%	2.6%
COc1ccc(N2CC(C(=O)Nc3cccnc3)CC2=O)cc1 (centres undefined)	-9%	-10%	2%	-2%	2.0%
O=C(Nc1ccccc1)C1CCCN(C(=O)c2ccc(Cl)cc2)C1 (centres undefined)	-5%	-2%	-6%	7%	2.2%
Cc1cc(C)n(CC(=O)N/N=C/c2cc(Br)cc([N+](=O)[O-])c2O)n1	-5%	15%	7%	7%	1.6%
O=c1cc(CSc2nc(NCc3ccccc3)c3ccccc3n2)nc2ccc(Cl)cn12	1%	-6%	-12%	8%	i
CC1(C(=O)Nc2cccc(S(=O)(=O)N3CCOCC3)c2)Cc2ccccc2C(=O)O1 (centres undefined)	2%	7%	-5%	-2%	i
CC(=O)N1CSCC1C(=O)O (centres undefined)	-1%	-4%	-8%	-5%	i
COc1ccc(CCNC(=O)c2cc([N+](=O)[O-])cc([N+](=O)[O-])c2)cc1OC	u	-8%	2%	u	i
CCCCCCCN=CC1=C(O)CC(c2ccccc2)CC1=O (centres undefined)	49%	-3%	3%	9%	i
CC(C)CC(=O)Nc1nnc(S(=O)(=O)N(C)Cc2ccco2)s1	15%	-6%	7%	5%	3.0%
CC(=O)c1c(Nc2ccccc2)sc(C(=O)c2ccccc2)c1C	5%	4%	-25%	5%	0.7%
O=C(Cc1cccs1)N1CCN(C(=O)C2CCCO2)CC1 (centres undefined)	-3%	2%	0%	-6%	i	VEEV TC-83 Vero 10K pilot screen=1.2
S=c1[nH]nc(CCc2ccccc2)n1-c1ccc(Cl)cc1	-2%	-1%	-2%	-8%	1.7%
CCn1cc(C(=O)N2CCCC2)c(=O)c2cc(S(=O)(=O)N3CC(C)CC(C)C3)ccc21 (centres undefined)	-8%	0%	-1%	4%	4.3%
C=CCN1C(=O)C(=O)N(Cc2nc3ccccc3s2)C1=O	33%	-5%	6%	-6%	0.8%
CC1CN(C/C(=N\O)C23CC4CC(CC(C4)C2)C3)CC(C)O1 (centres undefined)	15%	0%	1%	10%	1.7%
CC#CCN1c2ccccc2[C@]23C[C@@H](C(=O)OC)N(C(=O)OCC)C2=NC(C(=O)OC)=C(C(=O)OC)[C@H]13	16%	-13%	3%	-3%	i
COc1cccc(Cn2nnc(C(=O)NCc3ccccc3Cl)c2N)c1	14%	5%	-7%	0%	0.9%

Random excerpt: three records from the list
SMILES	M. tuberculosis	H1N1 NS1A inhibition	Salmonella PhoP GFP	M. tuberculosis HTS	VEEV TC-83 Vero	others
COc1cccc(Cn2nnc(C(=O)NCc3ccccc3Cl)c2N)c1	14%	5%	-7%	0%	0.9%
CCCCCCCN=CC1=C(O)CC(c2ccccc2)CC1=O (centres undefined)	49%	-3%	3%	9%	i
CC1CN(C/C(=N\O)C23CC4CC(CC(C4)C2)C3)CC(C)O1 (centres undefined)	15%	0%	1%	10%	1.7%

Following part.
SMILES	M. tuberculosis	H1N1 NS1A inhibition	Salmonella PhoP GFP	M. tuberculosis HTS	VEEV TC-83 Vero	others
OC(COCC1CC=CCC1)Cn1cnc2ccccc21 (centres undefined)	9%	-13%	-11%	-2%	i
COc1cc(OCc2ccc(C)cc2)ccc1CNC[C@H]1O[C@@H](n2cnc(C(N)=O)n2)[C@H](O)[C@@H]1O	x	0%	x	x	i
Cc1c(NC(=O)c2cnn3c2NC(c2ccco2)CC3C(F)(F)F)c(=O)n(-c2ccccc2)n1C (centres undefined)	3%	0%	-6%	-1%	2.1%
COc1ccc(C(CNC(=O)c2cc(SC)ccc2Cl)N(C)C)cc1 (centres undefined)	-2%	-7%	-7%	-8%	i
O=C(CCNS(=O)(=O)c1ccc(Cl)cc1)N1CCN(c2ccccn2)CC1	0%	5%	7%	-5%	i
Cc1ccc(S(=O)(=O)N2CCN(C(C)C)CC2)cc1	-8%	x	1%	-2%	0.2%
O=c1nc2ccc(Cl)cn2c2ccc(S(=O)(=O)N3CCCCC3)cc12	63%	0%	8%	-2%	0.1%
CCCn1c(NCc2cccc(OC)c2O)nc2ccccc21	16%	-5%	-11%	-4%	i
CC(CC(=O)Nc1ccc2c(c1)OCO2)c1ccccc1 (centres undefined)	10%	2%	4%	-10%	i
COc1ccc(CCN=C(N)NS(=O)(=O)c2ccc(F)cc2)cc1OC	-7%	-7%	14%	-2%	0.8%
CC1(C)CC(=O)C2=C(C1)Nc1ccccc1NC2c1cccnc1 (centres undefined)	-10%	19%	6%	3%	0.4%
CCCNC(=O)c1ccc(C2SCC(=O)N2CCc2ccccc2)cc1 (centres undefined)	66%	-3%	1%	-9%	0.9%
CCCCNc1ccc2nsnc2c1[N+](=O)[O-]	-5%	-2%	-1%	0%	0.8%
COc1ccc2nc(C)cc(SCC(=O)N3CCCCC3)c2c1	32%	-19%	3%	2%	0.8%
COc1ccc(OC)c(C(c2c(C)[nH][nH]c2=O)c2c(C)[nH][nH]c2=O)c1	-9%	1%	-2%	6%	0.8%
C[C@@H]1CN(C(=O)c2nc3ccc(Cl)cn3c2CN(C)CCc2cnn(C)c2)C[C@H](C)O1	-3%	-6%	-2%	0%	0.4%
CC1(c2ccc(OC(F)F)cc2)NC(=O)N(CC(=O)Nc2ccccc2)C1=O (centres undefined)	3%	1%	-1%	0%	2.9%
O=C(/C=C/c1ccccc1)NC(=S)NNS(=O)(=O)c1ccccc1	70%	-3%	-8%	8%	2.3%
O=C(c1cccc(S(=O)(=O)N2CCN(c3ccc(F)cc3)CC2)c1)N1CCCCCCC1	3%	-1%	3%	-6%	0.7%
CCOC(=O)N1CCN(C(=O)c2oc3ccc(S(=O)(=O)N4CCCCC4)cc3c2C)CC1	5%	-9%	10%	-3%	1.3%
O=C(c1ccc2c(c1)N(Cc1ccccc1F)C(=O)c1ccccc1S2)N1CCOCC1	x	x	15%	8%	x
O=C(CN1C(=O)c2ccccc2S1(=O)=O)Nc1ccccn1	-23%	-6%	2%	-10%	0.0%
CC(C)C1N(c2ccccc2)C(N)=C(C#N)C1(C#N)C#N (centres undefined)	13%	10%	-6%	3%	5.7%
Cc1ccc(S(=O)(=O)N(C)CC(=O)O/N=C(\N)c2cccc([N+](=O)[O-])c2)cc1	8%	-5%	4%	43%	i
CCC1(CC)NC(=O)N(CC(=O)OCC(=O)Nc2cc(C)ccc2C)C1=O	3%	12%	-5%	4%	1.0%
Cc1cccc(NC(=O)c2ccc3nc(N4CCOCC4)sc3c2)c1C	x	29%	-2%	-5%	11%
COc1ccc(CN2CCN(Cc3nc4ccccc4s3)CC2CCO)c(C)c1C (centres undefined)	38%	-3%	-10%	27%	i
CCC1CCc2c(c3ccccc3[nH]c2=O)O1 (centres undefined)	-2%	-4%	3%	1%	2.8%
COCCNc1nc(-c2cc(-c3ccccc3)on2)cc(C(C)C)n1	-3%	5%	-6%	u	3.6%
Cc1nn(CC(=O)N2CCN(c3cccc(C(F)(F)F)c3)CC2)c(=O)c2cccn12	35%	12%	2%	14%	2.0%
Cc1c(NC(=O)c2n[nH]c(=O)c3ccccc23)c(=O)n(-c2ccccc2)n1C	-2%	2%	-3%	0%	0.4%
CN(C(=O)COC(=O)c1cc(S(=O)(=O)N(C)C)ccc1Cl)C1CCS(=O)(=O)C1 (centres undefined)	-12%	-6%	5%	-6%	7.7%
O=C(c1ccco1)N1CCN(c2c(-c3ccccc3)c3cc(Cl)ccc3[nH]c2=O)CC1	23%	-1%	-8%	23%	2.6%

No enrichment for hits. About 1.5% of those tested had a hit in this group.
